# Screens deposited in PubChem by Broad Institute.
# PGC1a acetyl inh = inhibitors of PGC1a acetylation signal, primary screen, cell-based, U2OS, AlphaScreen, inhibitor mode; AlphaScreen anti-acetyl-lysine; with virally co-expressed GCN5 acetyltransferase; AID 651687, 2012; inhibition, % at 15.6 µM; 0.17% of 350,000 active;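 active means every replicate shows inhibition of at least 40%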;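 further: 0% = neutral control wells and 100% = positive control wells; some results beyond the cut were filed as inactive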
# PglD inh = C. jejuni PglD acetyltransferase inhibitors, primary screen, biochemical, DTNB colorimetric, single point; 0.098% of 360,000 active; inhibition, % at 12.5 µM; purified PglD enzyme, DTNB colorimetric CoA detection; AID 602405, 2012; UDP-N-acetylbacillosamine N-acetyltransferase PglD (Campylobacter jejuni); in the data active means inhibition above about 16%, passing the limit was not always enough; further: strong numbers were not always called active
# LGR2 antag = inhibitors of bursicon-induced LGR2 CRE-luciferase signal, primary screen, cell-based, HEK293, CRE-luciferase reporter, bursicon stimulation. Drosophila bursicon receptor LGR2 (rickets). bursicon-stimulated, 4 h. inhibition, % at 9.99 µM. 0.35% of 380,000 active;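 active means drop in luminescence signal, shown as inhibition above about 50% in the replicate tests, limit read from the data, passing the limit was not always enough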;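 further: agonist challenge used bursicon conditioned medium at about half maximal strength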
# ERAP1 inh = human ERAP1 aminopeptidase inhibitors, primary screen, biochemical, single point, plate reader; AID 652197, 2013; inhibition, % at 10.7 µM; recombinant ERAP1, Leu-AMC fluorescence, 60 min; 0.15% of 340,000 active;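 active means mean replicate inhibition of at least 30%, or all replicates individually reaching that 30% level; inactive means mean below 30% and not every replicate reaching it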;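 further: 0% = neutral control wells and 100% = L-leucinethiol positive control wells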
# Target sequence (Q9NZ08 whole entry, looked up): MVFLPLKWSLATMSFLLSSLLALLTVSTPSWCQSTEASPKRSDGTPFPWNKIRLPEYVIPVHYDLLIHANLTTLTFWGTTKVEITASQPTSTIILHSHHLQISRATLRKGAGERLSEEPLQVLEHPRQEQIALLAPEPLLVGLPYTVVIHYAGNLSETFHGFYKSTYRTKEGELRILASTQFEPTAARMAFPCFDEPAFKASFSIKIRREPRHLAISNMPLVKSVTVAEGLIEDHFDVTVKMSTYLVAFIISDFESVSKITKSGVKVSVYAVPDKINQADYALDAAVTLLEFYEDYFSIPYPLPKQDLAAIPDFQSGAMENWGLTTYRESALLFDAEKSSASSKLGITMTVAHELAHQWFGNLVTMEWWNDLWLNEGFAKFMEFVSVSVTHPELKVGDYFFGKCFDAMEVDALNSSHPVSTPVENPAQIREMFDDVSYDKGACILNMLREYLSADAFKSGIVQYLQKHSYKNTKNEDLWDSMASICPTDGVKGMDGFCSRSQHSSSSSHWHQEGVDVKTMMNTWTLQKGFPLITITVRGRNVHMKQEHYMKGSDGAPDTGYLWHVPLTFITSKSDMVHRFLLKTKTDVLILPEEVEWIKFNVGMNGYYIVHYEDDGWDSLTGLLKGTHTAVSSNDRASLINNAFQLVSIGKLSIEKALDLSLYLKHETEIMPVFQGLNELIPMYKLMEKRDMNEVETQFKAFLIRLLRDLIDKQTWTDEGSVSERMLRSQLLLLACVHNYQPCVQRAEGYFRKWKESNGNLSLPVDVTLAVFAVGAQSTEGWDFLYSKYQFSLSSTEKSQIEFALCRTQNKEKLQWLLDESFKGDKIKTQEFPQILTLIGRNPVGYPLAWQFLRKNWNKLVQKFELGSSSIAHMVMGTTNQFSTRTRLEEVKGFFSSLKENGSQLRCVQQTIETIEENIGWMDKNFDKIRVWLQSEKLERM
# FN deposit inh = inhibitors of fibronectin matrix deposition, primary screen, AH1F cells, Alexa488-fibronectin fluorescence, plate reader. AH1F fibroblasts, overnight. 0.086% of 350,000 active. inhibition, % at 12.6 µM;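 active means mean inhibition across replicates of 30% or more, regardless of how many single replicates reach that level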;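 further: positive control wells lacked labelled fibronectin entirely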
#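 Measured by – fluorescence 485/525 nm · System – AH1F fibroblast monolayer, labelled fibronectin deposition · Amount – 10000 cells per well · Buffer or medium – serum-reduced DMEM (2% serum) · Doses – single dose, pinned · Also added – fluorescent fibronectin at 24 nM final · Schedule – 1 h cell attachment, overnight exposure to compound and label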
# PAX8 reporter = inhibitors of PAX8-driven TPO luciferase reporter, primary screen, RMG-I cells, single concentration. SteadyGlo, 24 h. inhibition, % at 12.6 µM. 1.2% of 360,000 active;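 active means mean replicate inhibition at least 60% with every replicate also reaching 60%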;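 further: luciferase light reporting Pax8 driven TPO promoter activity; plate controls were median of neutral control wells for no effect and mitoxantrone controls for full effect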
# EWS-Fli block = EWS/Fli-driven NR0B1 reporter inhibitors, primary screen, A673 cells, NR0B1 luciferase, luminescence, MLPCN library; viability-normalised; inhibition, % at 12.6 µM; 0.67% of 350,000 active; AID 651661, 2012;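 active means mean inhibition of at least 50% after viability correction, with every replicate also passing that limit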;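 further: firefly luciferase signal divided by Alamar Blue viability fluorescence both relative to DMSO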
# S100A4 inh HTS = inhibitors of S100A4-myosin IIA peptide binding, primary screen, biochemical, fluorescence polarization, TAMRA-MyoIIA peptide. AID 652163, 2013. 0.14% of 360,000 active. Protein S100-A4 (Homo sapiens), P26447. inhibition, % at 10.7 µM;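 active means mean inhibition of at least 70% across replicates, with every replicate also reaching that level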
# Target sequence (P26447 whole entry, looked up): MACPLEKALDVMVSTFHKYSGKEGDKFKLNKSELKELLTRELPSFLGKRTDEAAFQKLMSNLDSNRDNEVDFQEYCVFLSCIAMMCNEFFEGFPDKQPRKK
#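 Test system – S100A4 monomer (human) · Compound – single-point compound testing · Schedule – 5 min incubation before reading · Probe or stimulus – TAMRA-labelled myosin IIA heavy-chain peptide probe, 5 nM · Benchmarks – neutral control DMSO, positive control TFP · Medium – Calcium-containing HEPES buffer, pH 7.2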
# An asterisk follows results filed as active; nt = not tested or not shown; & = joins results of further samples.
structure,PGC1a acetyl inh,PglD inh,LGR2 antag,ERAP1 inh,FN deposit inh,PAX8 reporter,EWS-Fli block,S100A4 inh HTS
COc1ccc(CNC(c2ccccc2)c2ccc(Cl)cc2)cc1 (stereo unspecified),nt,1.3,-0.4,3.7,0.0,-7.3,8.8,-6.1
COc1ccccc1OCC(=O)NNC(=O)c1ccoc1C,nt,nt,6.4,5.7,-4.8,-16.8,-1.3,-5.4
CCOC(=O)c1cc2c(=Cc3ccc(N(C)C)cc3)c3ccccc3n2[n+]1C,nt,nt,11.8,-0.5,5.2,20.3,0.9,-109.3
COc1ccc(S(=O)(=O)N2CCCCN3[C@H](CO)[C@@H](c4ccc(-c5cccnc5)cc4)[C@@H]3C2)cc1,-3.6,-9.0,6.8,-2.0,nt,6.2,nt,14.9
CCOc1ncccc1C(=O)NNC(=O)c1ccccc1-n1cccc1,nt,-9.1,-4.9,1.7,-3.6,nt,nt,-2.8
CN1c2ccc(-c3cccc(C#N)c3)cc2[C@H]2[C@H](CCN2C(=O)Cc2ccccn2)[C@H]1CO,-0.9,5.0,17.1,2.2,7.7,12.9,-12.7,4.9
Cc1cc(CNC(=O)C2CCC(=O)N(Cc3ccccc3F)C2)nn1C (stereo unspecified),nt,2.7,9.0,-2.9,0.8,2.4,nt,-3.4
N#C/C(=C\Nc1ccc(F)c(Cl)c1)C(=O)C1CC1,7.1,-2.1,-8.1,-2.3,0.0,-5.2,5.2,-14.6
CC(=O)Nc1cccc(OCC(=O)Nc2sccc2C(N)=O)c1,1.8,8.9,-20.5,-1.3,0.7,-68.7,-88.2,14.2
CC(C)Cn1c(C(C)NC(=O)Cc2ccccc2)nc2ccccc21 (stereo unspecified),9.3,1.4,1.2,2.8,16.7,-10.3,7.1,-0.8
Cc1nc2ccccc2c(=O)n1NC(=O)c1ccccc1F,4.3,-1.4,2.7,-0.4,-3.3,-15.1,8.3,-2.1
CN(C)CC(=O)N1[C@@H]2Cn3c(ccc(C4=CCCC4)c3=O)[C@H]1[C@@H](C(=O)NCC1CC1)[C@@H]2CO,nt,-0.6,-2.4,-1.4,1.1,nt,2.3,0.1
CC1Cc2cc(S(=O)(=O)N3CCC(C(=O)N(C)Cc4ccccc4)CC3)ccc2N1C(=O)C1CC1 (stereo unspecified),-5.5,-1.4,-11.4,1.1,3.9,17.3,5.8,-0.6
O=C(Nc1nc2ccccc2s1)c1ccccc1[N+](=O)[O-],-22.9,-1.3,nt,3.0,-0.2,-20.0,-56.1,0.2
Cc1ccc(-c2nc(NCCN(C)C)c3ccccc3n2)cc1,-10.8,-1.2,-19.4,-3.6,5.5,5.6,-37.5,1.7
Cc1cc2cc(CNC(=O)c3ccc(Br)o3)ccc2[nH]1,nt,-0.6,11.1,-3.1,-0.8,-5.4,-9.3,18.0
COc1ccc(CCc2nnc(CCC(=O)NCc3ccc4ncccc4c3)o2)cc1,5.2,2.6,2.8,-1.4,-4.6,5.2,-28.0,1.0
COc1cccc(CNC(=O)C[C@H]2C=C[C@@H](NC(=O)C3CCOCC3)[C@H](CO)O2)c1,6.9,3.2,-0.9,-1.2,5.4,-3.3,1.5,-8.0
CN1CCCCN2[C@H](CO)[C@@H](c3ccc(-c4ccc(F)cc4)cc3)[C@@H]2C1,6.4,1.9,-5.4,0.2,-4.2,-11.9,6.0,-17.1
COc1cccc(C(=O)Nc2cccc(-c3ccc(N4CCOCC4)nn3)c2)c1OC,nt,-3.9,-37.6,-1.1,6.6,-119.7,-61.7,1.3
COc1ccc(S(=O)(=O)N2CCOC23CCN(S(=O)(=O)c2cc(F)ccc2F)CC3)cc1,nt,nt,1.2,2.2,2.2,4.9,5.1,0.2
CCn1c(SCC(=O)NCCc2ccccc2)nnc1C(C)C,nt,nt,nt,-1.0,2.0,20.5,2.0,-2.6
O=c1c2ccccc2nnn1Cc1ccco1,nt,nt,-10.9,-8.8,11.1,5.6,-4.6,3.2
Cc1nn(C)c(Oc2ccc(Cl)cc2)c1C(=O)Nc1ccc(F)cc1F,4.2,5.5,-10.4,3.6,nt,nt,12.8,5.1
Cc1nnc(NC(=O)COc2ccccc2)s1,19.3,11.7,-13.3,nt,0.2,nt,nt,nt
CC(C)(C)OC(=O)CNC(=O)c1[nH]cnc1C(=O)NCCCCCNC(=O)OC(C)(C)C,-8.0,0.2,nt,4.6,-11.1,11.9,7.9,-0.5
COc1cc2c(cc1OC)C(c1cc(Br)ccc1O)N(C(C)=O)CC2 (stereo unspecified),nt,nt,nt,1.8,-9.9,0.6,-0.6,-3.2
C=CCNC(=S)/N=c1/ccccn1CCC,0.1,nt,-14.1,12.5,3.1,0.6,6.2,-24.1
COc1ccc(C(=O)NC(=O)Nc2cc(C)ccn2)cc1,9.9,-1.3,74.5*,0.7,nt,nt,72.7*,-2.7
C[C@H](CO)N1C[C@H](C)[C@@H](CN(C)C(=O)c2ccccc2)Oc2ncc(-c3ccc(C#N)cc3)cc2C1=O,-11.0,-1.8,-4.8,-4.6,-2.3,nt,-12.6,0.0
COc1ccc(OCC2CCCN(Cc3nc(CC4CC4)no3)C2)cc1 (stereo unspecified),-3.4,nt,-15.7,0.6,nt,-18.0,-9.3,-4.8
Cc1cccc(OC(=O)n2c(=S)oc3cc(Cl)ccc32)c1,0.2,-2.9,6.7,nt,8.7,-8.4,nt,nt

# Complete entries from above.
# Listed for `COc1ccc(C(=O)NC(=O)Nc2cc(C)ccn2)cc1` = PGC1a acetyl inh: 9.9; PglD inh: -1.3; LGR2 antag: 74.5*; ERAP1 inh: 0.7; FN deposit inh: nt; PAX8 reporter: nt; EWS-Fli block: 72.7*; S100A4 inh HTS: -2.7
# Listed for `Cc1nnc(NC(=O)COc2ccccc2)s1` = PGC1a acetyl inh: 19.3; PglD inh: 11.7; LGR2 antag: -13.3; ERAP1 inh: nt; FN deposit inh: 0.2; PAX8 reporter: nt; EWS-Fli block: nt; S100A4 inh HTS: nt

# Other records follow.
structure,PGC1a acetyl inh,PglD inh,LGR2 antag,ERAP1 inh,FN deposit inh,PAX8 reporter,EWS-Fli block,S100A4 inh HTS
O=C1C=C(c2ccc3[nH]ccc3c2)C[C@@H](c2ccc(Cl)cc2)C1,-12.0,7.3,-17.6,0.2,-18.9,-17.7,-5.7,0.0
CCOC(=O)C1CCCN(C(=O)c2sc3nc4n(c(=O)c3c2C)CCC4)C1 (stereo unspecified),nt,-2.8,9.3,-4.4,3.1,1.9,2.6,0.3
COc1cc(-c2[nH]ncc2CN(C)Cc2cc(C)[nH]n2)cc(OC)c1OC,-4.0,nt,1.5,nt,2.8,-4.9,0.8,1.0
Cc1cc2nccc(-c3ccc(Cl)c([N+](=O)[O-])c3)n2n1,12.7,-25.1,0.5,-1.8,-3.0,-4.3,-10.7,-13.7
CCOc1ccc(NS(=O)(=O)c2ccc(OC)c(NC(=O)c3ccc4c(c3)OCCO4)c2)cc1,-18.5,-2.5,-4.9,nt,-5.5,3.1,nt,nt
COc1cccc(CN2[C@@H]3CNC[C@H]2C3c2ccc(-c3ccncc3)cc2)c1 (stereo partly specified),-9.2&3.3,nt,4.9&5.0,-1.0&-1.8,5.4&3.3,0.1&7.1,31.1&-10.4,-5.7&-58.6
CN(C)C(=O)[C@@H]1[C@@H](CO)[C@@H]2Cn3c(cccc3=O)[C@@H]2N1CC1CCCC1,-2.7,-1.3,-10.9,nt,nt,-1.5,12.2,nt
Cc1ccc(CCSc2ccc(F)cc2)cn1,1.7,6.5,-24.8,0.3,9.1,-33.1,-30.7,-5.1
Cc1cccc(NC(=S)NNC(=O)c2cccc([N+](=O)[O-])c2)c1,-4.1,10.8,-18.8,-0.5,-10.0,-7.8,-12.0,-1.9
NC(N)=NS(=O)(=O)c1ccc(NC(=S)NC(=O)/C=C/c2ccccc2)cc1,nt,1.0,4.9,-0.7,-1.6,-2.1,7.7,1.1
CCS(=O)(=O)Nc1ccc2c(c1)C(=O)N(C)[C@H]1CC[C@H](CC(=O)N3CCOCC3)O[C@@H]1CO2,-3.4,-0.3,-9.2,2.5,5.9,4.2,7.6,19.8
O=C(COC(=O)/C=C/c1cccc(C(F)(F)F)c1)NC1CCS(=O)(=O)C1 (stereo unspecified),-0.1,-2.4,8.7,0.6,-1.6,-1.9,3.9,0.3
O=C(C[C@H]1CC[C@@H]2[C@H](COC[C@@H](O)CN2CC2CCCCC2)O1)NCc1ccc(Cl)cc1,-4.7,-1.0,3.7,0.5,-12.0,-6.7,-9.0,-3.1
O=C(NCC[C@H]1CC[C@@H](NC(=O)C2CCCC2)[C@H](CO)O1)Nc1ccc(Cl)cc1,-3.2,4.1,12.3,0.2,4.2,-33.3,-21.1,13.7
COC(=O)[C@]1(C)N[C@H](CN(C)C(=O)c2ccccc2)[C@@H]2C(=O)N(Cc3ccccc3)C(=O)[C@@H]21,nt,-6.1,5.9,2.6,4.5,0.7,-3.3,5.8
C[C@H](CO)N1C[C@H](C)[C@H](CN(C)C)Oc2ccc(NS(=O)(=O)c3cccs3)cc2CC1=O,-1.0,2.0,-11.9,2.4,nt,-12.6,-4.0,-5.0

# LGR2 antag, entries above that show a hit
mol	PGC1a acetyl inh	PglD inh	LGR2 antag	ERAP1 inh	S100A4 inh HTS
COc1ccc(C(=O)NC(=O)Nc2cc(C)ccn2)cc1	9.9	-1.3	74.5*	0.7	-2.7

# The list goes on:
structure,PGC1a acetyl inh,PglD inh,LGR2 antag,ERAP1 inh,FN deposit inh,PAX8 reporter,EWS-Fli block,S100A4 inh HTS
COc1ccccc1[C@@H]1C(c2cccc(Cl)c2)=NN(c2ccc(Br)cc2)[C@H]1C(=O)N1CCOC1=O,2.4,-4.7,-8.2,3.0,12.3,20.5,-8.5,-2.0
Cc1cc(NC(=O)CCC(=O)N(c2ccccc2)C(C(=O)NC(C)(C)C)c2ccccc2Cl)no1 (stereo unspecified),19.1,3.7,3.3,-1.8,-19.2,10.6,10.1,7.6
CC(c1ccccc1)N(CC(=O)NC1CCCCC1)S(=O)(=O)c1cccc(C(F)(F)F)c1 (stereo unspecified),-15.3,-1.7,24.1,-0.3,-4.3,29.5,9.6,-1.8
COC(=O)Cc1cc(=O)n(-c2ccccc2)[nH]1,nt,nt,14.0,-1.4,nt,nt,-5.2,-3.1
N#C[C@@H]1[C@H](c2ccccc2C2=CCCCC2)[C@H](CO)N1C(=O)Cc1ccncc1,44.7*,nt,14.4,-3.1,-1.4,nt,-5.7,-13.3
O=C(O)c1cnc2[nH]c3ccccc3n2c1=O,-21.7,0.2,4.7,1.2,8.0,-13.2,-3.1,-3.7
C[C@H](CO)N1C[C@H](C)[C@@H](CN(C)Cc2cccc(C(=O)O)c2)Oc2ncc(C#CCN(C)C)cc2C1=O,2.1,0.3,14.1,0.6,nt,nt,-25.6,6.0
C[C@@H]1CN([C@@H](C)CO)C(=O)Cc2cc(NC(=O)Nc3cccc4ccccc34)ccc2O[C@@H]1CN(C)C(=O)Nc1ccc(F)cc1,6.1,-2.6,4.1,-2.6,nt,10.3,13.2,-11.2
COc1ccccc1N1CCN(/N=C/c2ccc(O)c(O)c2)CC1,nt,nt,-36.4,-4.7,nt,10.5,41.8,-1.3
O=C(c1ccc(S(=O)(=O)NCc2ccco2)cc1)N1CCN(Cc2ccc3c(c2)OCO3)CC1,-4.7,1.1,5.1,-2.1,-1.7,-4.7,15.4,0.8
